KOR beta-arrestin-1 – kappa opioid receptor blockers – cell-based, luminescence, uHTS (AID 1778) | KOR beta-arrestin recruitment, luminescence, antagonist mode; higher % means a stronger effect | hit rate 0.091% among 290,000 | one-dose inhibition, % at 10 µM; IC50 in µM for titrated hits; in the data active means inhibition above about 50%; further: strong numbers were not always called active
SIAH1 antagonists – Siah-1 peptide-binding antagonists, primary screen, biochemical, fluorescence polarization, rhodamine-plectin, uHTS (AID 1817) | Siah-1 / rhodamine-plectin peptide fluorescence polarization; higher % means a stronger effect | one-dose displacement, % at 20 µM; IC50 in µM for titrated hits | hit rate 0.02% among 290,000;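 active means displacement of at least 50% at 20 µM, with a fluorescence ratio check between 0.3 and a set limit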;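 further: plate controls were Siah plus tracer with DMSO for no effect and tracer alone without Siah for full effect; strong numbers were not always called active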
AID2073 – disruptors of CaV2.2 binding to Mint1 – biochemical, HTRF (AID 2073). HTRF protein-protein interaction, Mint1-CaV2.2; higher % means a stronger effect. inhibition, % at 20 µM, or IC50 in µM where a hit was titrated. hit rate 0.19% among 290,000; in the data active means inhibition mostly above about 51%, no sharp cut-off; inconclusive means no clear call, values can overlap the other calls; inactive means mostly below about 53%; further: some results filed as inactive read as strong as hits
KOR beta-arrestin-2 – KOR agonists, beta-arrestin recruitment, primary screen, cell-based, luminescence, uHTS (AID 1777) | KOR beta-arrestin recruitment, luminescence; higher % means a stronger effect | one-dose activation, % at 10 µM; EC50 in µM for titrated hits | hit rate 0.02% among 280,000; in the data active means activation above about 50%, passing the limit was not always enough; further: a part of the inactive calls stands beside numbers as strong as those of hits
GPR35 antagonists – inhibition of zaprinast-stimulated GPR35 beta-arrestin translocation – imaging, U2OS, beta-arrestin-GFP, zaprinast agonist, primary screen (AID 2058); inhibition, % at 10 µM, or IC50 in µM where a hit was titrated; U2OS GPR35 beta-arrestin-GFP translocation imaging, zaprinast antagonism; higher % means a stronger effect; hit rate 0.052% among 290,000;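 active means inhibition of at least 50% with at least 30 cells and total cytoplasm GFP at most 10,000,000; inconclusive means under 30 cells or total GFP of 10,000,000 plus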
GPR55 beta-arrestin – selective activators of receptor GPR55 – imaging, U2OS cells, beta-arrestin-GFP redistribution, primary screen (AID 1961). U2OS GPR55 beta-arrestin-GFP redistribution imaging; higher % means a stronger effect. one-dose activation, % at 10 µM; EC50 in µM for titrated hits. hit rate 0.048% among 290,000;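 active means activation above 40% with more than 50 cells counted in the well; inconclusive means wells holding fewer than 50 cells, flagged as toxic or sparse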;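 further: U2OS osteosarcoma cells stably expressing GPR55 and beta-arrestin-GFP; plate controls were DMSO negative control for no effect and LPI positive control for full effect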
GPR55 LPI antagonism – inhibition of LPI-stimulated GPR55 beta-arrestin translocation – imaging, U2OS, beta-arrestin-GFP, LPI agonist, primary screen (AID 2013). hit rate 0.13% among 290,000. inhibition, % at 10 µM; hits with a dose series show IC50 in µM. U2OS GPR55 beta-arrestin-GFP translocation imaging, LPI antagonism; higher % means a stronger effect;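 active means spots per cell inhibited over 60%, with over 100 cells counted and total cytoplasm intensity under 500,000; inconclusive means wells with under 100 cells, flagged as likely toxic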;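 further: U2OS cells stably carrying GPR55 and arrestin-GFP stimulated by 5 µM LPI near EC80; imaged beta-arrestin-GFP aggregate spots per cell after agonist stimulation; plate controls were LPI-stimulated DMSO wells for no effect and DMSO wells without LPI for full effect; some results filed as inactive read as strong as hits; confirmed hits need IC50 under 10 µM and bright autofluorescent wells are also inconclusive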
NOD1 NF-kB reporter – NOD1 signaling inhibitors, primary screen, cell-based, luminescence, uHTS (AID 1578); inhibition, % at 4 µM; hits with a dose series show EC50 in µM; hit rate 1% among 290,000; NOD1-driven NF-kB luciferase reporter cells, luminescence; higher % means a stronger effect; in the data active means inhibition mostly above about 36%, no sharp cut-off; inactive means mostly below about 34%;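 further: HEK-293T reporter cells stimulated with the NOD1 agonist gamma-tri-DAP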
HIV peptide binding – inhibitors of HIV fusion peptide binding, primary screen, biochemical, uHTS, fluorescence dequenching (AID 1986). cell-free peptide binding, fluorescence dequenching, 30 min; higher % means a stronger effect. hit rate 0.3% among 290,000. one-dose inhibition, % at 20 µM; IC50 in µM for titrated hits; in the data active means inhibition mostly above about 52%, no sharp cut-off; inactive means mostly below about 76%; further: some results filed as inactive read as strong as hits
The depositor's hits bear a star; u = inconclusive; x = no result given; [ ] = remark or other dose. Some of the compounds tested; the hit share may differ from the screen's.

Results follow in this order: KOR beta-arrestin-1	SIAH1 antagonists	AID2073	KOR beta-arrestin-2	GPR35 antagonists	GPR55 beta-arrestin	GPR55 LPI antagonism	NOD1 NF-kB reporter	HIV peptide binding
> Cc1nc2ccccc2c2oc(C(=O)N3CCN(C(=O)c4ccco4)CC3)cc12
  -13%	-1%	0%	0.5%	-8%	-0.2%	-14%	-7%	0.7%
> CC1(C)CC2(CC(c3cccs3)c3cc(Cl)c(O)cc3O2)NC(=S)N1 (configuration not stated)
  8%	2%	-14%	1.9%	-13%	-0.1%	9%	19%	-1.9%
> Oc1ccc2ccccc2c1C=Nc1ccccc1
  31%	-3%	-19%	-1.1%	6%	0.0%	-5%	9%	-1.8%
> Cc1ccc2c(c1)C(=O)CC1(CCC(C(C)(C)C)CC1)O2 (configuration not stated)
  19%	15%	11%	-0.8%	0%	-0.2%	13%	-6%	-1.1%
> CCC(Cc1ccccc1)NC(=O)CCn1cccc1 (configuration not stated)
  9%	3%	2%	-3.9%	-4%	-0.1%	5%	-9%	-1.5%
> COc1ccc(NC(=O)CSc2ccc3nnc(-c4ccccn4)n3n2)cc1
  16%	-2%	u	5.4%	6%	-0.1%	-1%	-19%	-2.7%
> O=C(CCNC(=O)c1ccccc1Cl)Nc1ccc(S(=O)(=O)Nc2ncccn2)cc1
  -21%	2%	-5%	-2.1%	5%	-0.4%	13%	-20%	1.0%
> Cc1csc2nc(=O)c3ccccc3n12
  23%	2%	-2%	-3.7%	-12%	-0.2%	6%	-15%	-1.1%
> CC(=O)c1c(C)[nH]c(C(=O)Nc2ccc(S(=O)(=O)N(C)C)cc2)c1C
  -21%	0%	-8%	5.6%	-2%	-0.2%	-17%	-6%	-0.7%
> Cc1cc(C)n(-c2nc(N(c3ccccc3)c3ccccc3)nc(-n3nc(C)cc3C)n2)n1
  2%	7%	17%	7.6%	-7%	-0.2%	10%	-12%	5.1%
> Cc1ccc(F)cc1CNC(=O)C1CCC(=O)N(C2CC2)C1 (configuration not stated)
  0%	4%	42%	1.9%	-6%	0.3%	0%	-36%	-1.1%
> COc1cccc(-c2c(C(=O)N/N=C/c3ccncc3)nnn2-c2nonc2N)c1
  1%	3%	12%	-2.4%	2%	-0.2%	6%	-34%	0.3%
> CCOc1ccc(C(=O)NCCn2cc(SCC(=O)Nc3cc(C)on3)c3ccccc32)cc1
  -1%	3%	5%	-1.2%	3%	0.0%	13%	-10%	2.2%
> CCC(C)N1CCN(C(=O)C2CCN(S(=O)(=O)c3c(C)noc3/C=C/c3ccco3)CC2)CC1 (configuration not stated)
  -16%	-7%	0%	5.9%	6%	-0.1%	-27%	22%	0.8%
> CN(C)CCCN(C(=O)c1ccc([N+](=O)[O-])o1)c1nc2cc3c(cc2s1)OCO3
  5%	-3%	-6%	-3.9%	6%	0.3%	20%	-32%	0.6%
> O=C(COC(=O)CCCOc1ccc(Cl)cc1Cl)NCc1ccc(F)cc1
  38%	9%	0%	-3.5%	8%	-0.1%	1%	-18%	-1.6%
> Cc1cc(NS(=O)(=O)c2ccc(Cl)cc2)nn1CC(=O)NCc1ccco1
  -5%	-5%	4%	2.7%	-14%	0.2%	-2%	0%	1.4%
> Oc1c(Cl)cc(Cl)cc1C1=NNC(c2ccc(Cl)cc2)C1 (configuration not stated)
  21%	2%	15%	-3.6%	10%	0.5%	-2%	-34%	3.3%
> COc1ccccc1/C=C/c1ccc2cccc(O)c2n1
  -2%	4%	39%	-4.7%	-11%	-0.3%	-8%	-8%	5.0%
> COc1ccc(S(=O)(=O)N2CCN(Cc3c[nH]c4ccccc34)CC2)cc1
  -10%	2%	8%	-1.8%	9%	-0.2%	30%	11%	0.1%
> CCC(c1nnc(SCC(=O)N2CC3(C)CC2CC(C)(C)C3)o1)N(C)C (configuration not stated)
  -4%	5%	6%	-1.8%	6%	0.3%	7%	-9%	2.5%
> CN(C)c1ccc(C2CC(c3ccccc3)=Nc3nc(-c4ccccc4)cn32)cc1 (configuration not stated)
  -30%	2%	16%	2.4%	-12%	0.4%	4%	-19%	4.0%
> CC(NC(=O)CN(C)Cc1ccc(Br)cc1)c1ccccc1 (configuration not stated)
  0%	1%	-8%	1.1%	6%	0.2%	-21%	-6%	1.5%
> CC(C)CC(=O)Nc1nnc(SCC(=O)Nc2nccs2)s1
  17%	3%	u	-0.3%	6%	-0.2%	7%	-18%	-1.0%
> O=C(c1ccc(S(=O)(=O)N2CCOCC2)cc1)N1CCOCC1
  11%[20 µM]	3%	-10%	x	-2%	0.3%	23%	-25%	-1.0%
> O=C(OCc1ccccc1)/C(=C/c1ccccc1Cl)NC(=O)c1ccco1
  32%	1%	12%	3.4%	15%	-0.1%	17%	-18%	0.9%
> COc1cc(/C=C/c2cc[n+](C)cc2)ccc1OCC(=O)Nc1ccc(Cl)c(Cl)c1
  12%	3%	26%	0.1%	0%	-0.2%	-5%	46%	-3.6%
> O=C1COc2ccc(S(=O)(=O)N3CCCCCC3)cc2N1
  -15%	-1%	34%	-1.8%	-3%	-0.2%	5%	-32%	1.3%
> COC(=O)CC1Oc2ccc(C)cc2NC1=O (configuration not stated)
  -54%	0%	8%	-0.4%	-4%	0.4%	8%	13%	-1.9%
> CCCNc1c(F)c(F)c2c(C)c3ccccc3nc2c1F
  7%	2%	27%	-1.1%	32%	-0.1%	52%	-6%	52%*
> Cc1cccc(NS(=O)(=O)c2c(C(=O)N3CCOCC3)c(C)n(C)c2C)c1C
  -26%	0%	-2%	1.1%	-3%	0.2%	-6%	5%	0.1%
> COc1ccc(-c2nc3scc(-c4ccc(OC)c(OC)c4)c3c(=O)o2)cc1
  -115%	-2%	27%	3.0%	24%	0.3%	15%	-42%	1.7%
> CCCN(CCC)CCNC(=O)CCC(=O)Nc1ccc2nc(N3CCN(C)CC3)cc(C)c2c1
  -15%	-4%	14%	-0.6%	3%	-0.3%	18%	-38%	3.5%
> CC(=O)Nc1nnc(SCC(=O)Nc2ccc3c(c2)OCCO3)s1
  -2%	16%	0%	-1.0%	-16%	-0.1%	1%	-14%	-0.3%
> Cc1cc(-c2ccccc2C(=O)NC2CCCCC2)on1
  -16%	-4%	1%	1.8%	11%	-0.4%	-2%	-3%	0.5%
> Cc1ccc(/C=N/NC(=O)C2CC(=O)N(c3ccccc3)C2)s1 (configuration not stated)
  -21%	1%	7%	13%	11%	-0.4%	0%	3%	-1.7%
> COc1ncnc2c1oc1ccccc12
  -14%	-2%	-11%	x	10%	-0.1%	1%	-65%	-2.6%
> N#C/C(=C\Nc1ccc(Cl)cn1)S(=O)(=O)c1ccccn1
  4%	1%	9%	0.5%	0%	0.6%	2%	-2%	-0.3%
> CCOC(=O)CNC(=O)CSc1ccc2nnc(-c3cccnc3)n2n1
  -2%	-8%	-2%	-5.1%	-2%	-0.4%	-4%	-6%	-0.7%
> O=C(Nc1ccc2c(c1)OCCO2)N1CCN(Cc2ccccc2)CC1
  7%	-4%	-9%	-4.0%	-2%	-0.3%	9%	-22%	-0.7%
> COc1ccc(C(=O)Nn2cnnc2)cc1OC
  17%	57%	4%	-2.7%	14%	0.7%	-10%	3%	-1.5%
> CC(C)OC(=O)CN1C(=O)C(C)(C)Oc2ccc(C(=O)NC3CC3)cc21
  -29%	-7%	6%	-1.9%	4%	-0.1%	6%	-3%	-1.1%
> COc1cc(NC(=O)CCc2nnc3ccc(N4CCC5(CC4)OCCO5)nn23)cc(OC)c1
  -3%	-3%	12%	4.9%	-8%	0.2%	-14%	21%	-0.6%
> O=C(OCC1COc2ccccc2O1)c1c(F)cccc1F (configuration not stated)
  -1%	4%	-3%	6.7%	-4%	-0.2%	6%	-17%	-2.5%
> Cc1cc(Nc2ccccc2)n(CCOC(=O)COc2ccccc2)n1
  23%	-7%	1%	4.8%	13%	-0.1%	10%	10%	-1.0%

2 entries from above, bar-delimited.
molecule | KOR beta-arrestin-1 | SIAH1 antagonists | AID2073 | KOR beta-arrestin-2 | GPR35 antagonists | GPR55 beta-arrestin | GPR55 LPI antagonism | NOD1 NF-kB reporter | HIV peptide binding
O=C(OCC1COc2ccccc2O1)c1c(F)cccc1F (configuration not stated) | -1% | 4% | -3% | 6.7% | -4% | -0.2% | 6% | -17% | -2.5%
Cc1cc(Nc2ccccc2)n(CCOC(=O)COc2ccccc2)n1 | 23% | -7% | 1% | 4.8% | 13% | -0.1% | 10% | 10% | -1.0%

Continuation:
Results follow in this order: KOR beta-arrestin-1	SIAH1 antagonists	AID2073	KOR beta-arrestin-2	GPR35 antagonists	GPR55 beta-arrestin	GPR55 LPI antagonism	NOD1 NF-kB reporter	HIV peptide binding
> COc1ccc(-c2csc(NC(=O)CCCc3cccs3)n2)cc1
  4%	-7%	-15%	1.6%	4%	0.2%	-6%	-12%	-1.5%
> O=C(c1ccc(S(=O)(=O)NCC2CCCO2)cc1)N1CCN(c2ccccc2)CC1 (configuration not stated)
  -28%[20 µM]	0%	6%	1.7%	-11%	-0.1%	0%	-20%	-1.3%
> O=C(Nc1ccc2c(c1)OCO2)c1cccc(S(=O)(=O)N2CCOCC2)c1
  -25%	8%	3%	2.4%	4%	0.5%	65%	-24%	2.3%
> Cc1nc(C)c(/C(O)=C\c2nc3ccc([N+](=O)[O-])cc3oc2=O)o1
  15%	0%	-2%	x	5%	-0.1%	-3%	3%	4.6%
> CC1=CCC2C(=O)N(C(C)c3ccccc3)C(=O)C2C1 (configuration not stated)
  0%	2%	-5%	3.0%	-2%	-0.1%	3%	0%	1.8%
> Cc1ccc(NC(=O)CSc2ncc(S(=O)(=O)c3ccccc3)c(=O)[nH]2)cc1C
  23%	-2%	6%	-3.4%	-10%	-0.6%	-34%	-3%	13%
> CCc1nc(C)cc(N)c1OCc1ccccc1
  2%	1%	-33%	-0.1%	-12%	0.3%	12%	-15%	-2.4%
> Cc1ccc(NC(=O)Cn2nc(C)c(S(=O)(=O)N(C)C)c2C)cc1C
  4%	6%	1%	-4.2%	1%	-0.2%	7%	-30%	-1.7%

Given in markdown: part of the list above
| mol | KOR beta-arrestin-1 | SIAH1 antagonists | AID2073 | KOR beta-arrestin-2 | GPR35 antagonists | GPR55 beta-arrestin | GPR55 LPI antagonism | NOD1 NF-kB reporter | HIV peptide binding |
| --- | --- | --- | --- | --- | --- | --- | --- | --- | --- |
| COc1ccc(-c2csc(NC(=O)CCCc3cccs3)n2)cc1 | 4% | -7% | -15% | 1.6% | 4% | 0.2% | -6% | -12% | -1.5% |
| CCc1nc(C)cc(N)c1OCc1ccccc1 | 2% | 1% | -33% | -0.1% | -12% | 0.3% | 12% | -15% | -2.4% |

Screening data as filed in PubChem.
